Screening results as filed in PubChem.
SARS 3CLpro inh: SARS-CoV 3CLpro protease inhibitors, primary screen, biochemical, quenched FRET; Replicase polyprotein 1ab (Severe acute respiratory syndrome coronavirus), P0C6X7; recombinant SARS-CoV 3CLpro, quenched FRET peptide cleavage; inhibition, % at 6 µM; hit rate 0.14% among 290,000; AID 1706, 2009; in the data active = inhibition above about 12%
Anthrax LF inh2: Bacillus anthracis LF protease inhibitors, primary screen, biochemical, multiplex microsphere, MLPCN library | multiplex microsphere protease cleavage assay | inhibition, % at 10 µM | hit rate 0.12% among 360,000; note: plate controls were buffer without enzyme for full effect and enzyme alone for no effect
Target sequence (P15917 whole entry, looked up): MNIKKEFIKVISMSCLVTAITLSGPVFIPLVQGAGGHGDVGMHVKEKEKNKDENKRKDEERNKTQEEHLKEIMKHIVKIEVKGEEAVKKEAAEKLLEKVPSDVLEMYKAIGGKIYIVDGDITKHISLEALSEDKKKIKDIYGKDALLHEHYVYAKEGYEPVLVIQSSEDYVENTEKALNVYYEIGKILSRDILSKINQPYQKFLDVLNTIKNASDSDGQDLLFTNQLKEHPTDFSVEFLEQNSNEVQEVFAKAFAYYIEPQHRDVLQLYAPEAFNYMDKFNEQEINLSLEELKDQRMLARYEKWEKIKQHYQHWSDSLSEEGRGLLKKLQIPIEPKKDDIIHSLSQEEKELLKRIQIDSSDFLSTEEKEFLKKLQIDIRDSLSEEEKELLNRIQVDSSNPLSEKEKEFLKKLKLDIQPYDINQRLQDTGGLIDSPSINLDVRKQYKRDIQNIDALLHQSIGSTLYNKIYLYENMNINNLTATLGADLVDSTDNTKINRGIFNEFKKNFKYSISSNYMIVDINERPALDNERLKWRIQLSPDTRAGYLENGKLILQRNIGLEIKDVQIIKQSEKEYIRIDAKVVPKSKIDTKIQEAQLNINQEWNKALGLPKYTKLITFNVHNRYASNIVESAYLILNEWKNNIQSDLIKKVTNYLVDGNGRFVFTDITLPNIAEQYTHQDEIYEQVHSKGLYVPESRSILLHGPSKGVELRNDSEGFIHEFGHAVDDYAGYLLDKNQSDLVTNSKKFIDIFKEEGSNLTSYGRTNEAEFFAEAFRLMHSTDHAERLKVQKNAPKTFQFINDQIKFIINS
TcdB inh: TcdB glycohydrolase inhibitors, primary screen, biochemical, single point, plate reader; TcdB glycohydrolase enzymatic assay; hit rate 0.24% among 350,000; Toxin B (Clostridioides difficile), P18177; inhibition, % at 9.99 µM; AID 652162, 2013; in the data active = inhibition above about 10%
CCHFV vOTU inh: CCHFV vOTU protease inhibitors, primary screen, biochemical, Pep-AMC substrate, fluorescence. Crimean-Congo hemorrhagic fever virus L polyprotein viral ovarian tumor (vOTU) protease …. inhibition, % at 11.5 µM. hit rate 0.55% among 370,000. AID 651958, 2012; in the data active = inhibition above about 30%; note: 0% = vehicle wells with enzyme and 100% = no enzyme wells
PfHsp40 yeast: rescue of yeast from PfHsp40 toxicity, primary screen, S. cerevisiae, ATP luminescence. S. cerevisiae expressing PfHsp40, growth rescue. growth rescue, % at 12.5 µM. hit rate 0.68% among 340,000; in the data active = growth rescue above about 28%, passing the limit was not always enough; inconclusive = no clear call, values can overlap the other calls;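 note: yeast W303a lacking pdr1 and pdr3 grown in galactose medium; growth measured after three days at 30 °C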
Y pestis TopoI: Yersinia pestis topoisomerase I inhibitors, primary screen, biochemical, cleavage product accumulation, plate reader, single point; DNA topoisomerase I (Yersinia pestis CO92); Y. pestis Topo-I cleavage product accumulation; activity, % at 10 µM; hit rate 0.064% among 360,000; in the data active = activity above about 50%, passing the limit was not always enough; inconclusive = no clear call, values can overlap the other calls; note: inactives centre near 2
BH1578 lux ind: inducers of Vibrio cholerae quorum light production without autoinducers, primary screen, BH1578 luxS cqsA deficient, single point. hit rate 0.16% among 350,000. AID 588436, 2011. V. cholerae BH1578 lux reporter, luminescence, 6 h. activation, % at 18.7 µM; in the data active = activation mostly above about 9.7%, no sharp cut-off; inconclusive = no clear call, values can overlap the other calls; inactive = mostly below about 3.7%; note: not every result past the cut was called active; inactives centre near 0; reference of the scale not given here
SSB-PriA inh: inhibitors of Klebsiella pneumoniae PriA binding to SSB C-terminal tail, primary screen, biochemical, AlphaScreen; AID 1272365, 2023; AlphaScreen SSBct-PriA binding, biotinylated peptide; hit rate 0.6% among 430,000; inhibition, % at 33 µM; in the data active = inhibition mostly above about 37%, no sharp cut-off; inactive = mostly below about 20%;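 note: plate controls were negative control peptide for no effect and reference peptide for full effect; strong numbers were not always called active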
BoNT-A LC inh2: BoNT/A light chain protease inhibitors, primary screen, biochemical, flow cytometry, MLPCN library. multiplex microsphere protease substrate cleavage. inhibition, % at 10 µM. hit rate 0.17% among 360,000. AID 588499, 2011; note: plate controls were buffer without enzyme for full effect and enzyme alone for no effect
VHR inh abs: VHR1 phosphatase inhibitors, primary screen, biochemical, absorbance, uHTS. inhibition, % at 13.3 µM. recombinant VHR phosphatase, pNPP absorbance. hit rate 0.52% among 290,000. Dual specificity protein phosphatase 3 (Homo sapiens), P51452. AID 1654, 2009; in the data active = inhibition above about 50%; note: some compounds called inactive have numbers as strong as hits
Target sequence (P51452 whole entry, looked up): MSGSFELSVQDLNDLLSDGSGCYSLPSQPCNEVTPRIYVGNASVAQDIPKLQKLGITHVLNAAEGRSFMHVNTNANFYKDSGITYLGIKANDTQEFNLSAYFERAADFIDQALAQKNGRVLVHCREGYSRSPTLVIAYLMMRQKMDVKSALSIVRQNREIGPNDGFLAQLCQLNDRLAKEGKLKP
Numbers without * were called inactive; i = inactive; ? = inconclusive; nt = not tested or not shown; & = joins results of further samples. Cut-off read from the data, not from the text of the source, unless noted: active = inhibition above about 30%; inconclusive = no clear call, values can overlap the other calls; inactive = below that. These rows are one share of the data, so the mix of outcomes need not match the whole.

SMILES	SARS 3CLpro inh	Anthrax LF inh2	TcdB inh	CCHFV vOTU inh	PfHsp40 yeast	Y pestis TopoI	BH1578 lux ind	SSB-PriA inh	BoNT-A LC inh2	VHR inh abs
CCN1C(=O)C2(C(C#N)=C(N)Oc3cc(C)oc(=O)c32)c2ccccc21 (stereo unspecified)	2	-3	nt	7	-0.9	3	-5.9	-12	-0.4	0
CC12C=CC(=O)C=C1CCC1C2CCC2(C)C(C(=O)CO)CCC12 (stereo unspecified)	nt	-3	-0.3	5	0.0	2	nt	-8	-0.3	nt
CC1CCCCN1CCNC(=O)c1ccc2c(c1)N(Cc1ccccc1)C(=O)c1ccccc1S2(=O)=O (stereo unspecified)	1	-1	1.4	9	0.7	-22	-0.4	16	0.5	-20
CC(/C=N/NC(=O)CSc1nc2ccccc2n1C)=C\c1ccco1	3	-1	nt	-5	-1.0	24	-0.2	nt	0.6	-5
CCOCCCNC(=O)CCCn1nc(C)n2c(cc3sccc32)c1=O	-4	-5	2.1	2	-0.7	6	0.8	-4	-0.2	17
CC1(C)C(=O)Nc2ccccc2N1C(=O)COc1ncnc2c(Cl)cc(Cl)cc12	-1	2	nt	-10	-1.3	4	-0.5	-19	0.7	5
COc1ccc(Cl)cc1NC(=O)COC(=O)C(CC(C)C)N1C(=O)C2CC=CCC2C1=O (stereo unspecified)	2	-2	-0.3	14	6.9	16	-0.4	-7	-0.4	24
O=S(=O)(c1ccc(SCc2c(F)cccc2Cl)nc1)N1CCCC1	nt	-3	1.0	3	nt	38	-2.5	nt	0.7	nt
CCOC(=O)C1CCN(C(=O)C2CCN(S(=O)(=O)c3cc(Cl)ccc3Cl)CC2)CC1	-5	1	nt	-5	-0.4	3	-1.0	-14	-0.5	17
COc1cccc(C2c3[nH]c4ccccc4c3C[C@H]3C(=O)N(CCCO)CC(=O)N23)c1OC (stereo partly specified)	-3	4	-0.1	-4	-1.1	12	-0.9	-2	-1.6	44
CCOC(=O)C1=C[C@@H](C(C)(C)C)N(S(=O)(=O)c2ccc(C)cc2)[C@H]1c1ccc(Cl)c(Cl)c1	nt	2	1.0	5	nt	nt	nt	nt	0.4	nt
C=CCN(CC=C)C(=O)C1CC(=O)N(c2ccc(Br)cc2)C1 (stereo unspecified)	-5	-2	nt	14	-1.3	10	0.0	-2	-0.5	17
COC(=O)c1c(-c2snnc2C)n[nH]c1C	3	2	1.9	7	-1.4	-1	-0.7	-5	?	0
O=C(NCCN1CCCCC1)Nc1ccccc1Cl	3	2	0.0	-5	0.8	6	-0.3	10	-8.0	19
C[C@H](O)[C@@H]1C(=O)N2CCc3c([nH]c4ccccc34)[C@@H]2C[C@@H]1N(C)C(=O)c1ccco1	nt	0	-0.5	-97	nt	nt	nt	nt	0.7	nt
Cc1ccc(C(O)c2ncc(-c3ccc4ccccc4c3)[nH]2)c(C)c1 (stereo unspecified)	nt	-8	-3.2	0	nt	-15	-1.4	nt	-0.6	nt
CN1CCN(CC(=O)c2ccccc2F)CC1	0	0	0.8	22	-1.1	3	0.0	-5	-1.2	-12
Nc1ncnc2nc(SCC(=O)Nc3ccccc3F)[nH]c12	-6	-10	0.4	-6	0.5	3	-0.1	-2	0.5	34
Cc1oc(-c2ccccc2Cl)nc1CS(=O)CC(=O)NCCc1ccccc1 (stereo unspecified)	-6	2	-1.0	12	0.3	25	-0.2	-5	0.4	2
COC(=O)N/N=C/c1cccnc1	-1	1	nt	-1	-0.5	-8	i	nt	0.0	10
COc1ccc(C(=O)N/N=C(\C)Cn2cnc([N+](=O)[O-])n2)cc1	-2	1	0.5	17	-0.5	1	-0.6	nt	0.0	9
S=c1nc2ccccc2c2nc(-c3ccccc3Br)[nH]n12	0	-9	1.2	4	6.3	-11	-5.6	-9	1.1	13
CC(C)(CO)CN1CCC(n2nccc2NC(=O)C2CCCC2)CC1	1	0	0.5	9	0.2	2	nt	5	1.9	8
COc1cc2ncnc(NCc3ccco3)c2cc1OC	0	-5	2.6	7	-1.2	1	i	-11	-1.2	22
Cn1c(C(=O)NCCCN2CCc3ccccc3C2)cc2c(=O)n(C)c3ccccc3c21	-5	-5	2.6	1	1.2	18	0.9	-1	0.1	12
COc1ccc2nc3n(c(=O)c2c1)-c1ncccc1C(=O)NC3CC(C)C (stereo unspecified)	nt	-5	0.3	7	nt	-7	-0.4	nt	-0.2	nt
O=C1NC(=O)C(=Cc2coc3ccc(O)cc3c2=O)C(=O)N1	-1	8	-8.5	22	0.1	5	-0.5	2	-0.6	-2
O=C(NCc1ccccn1)c1ccc(CNS(=O)(=O)c2cccc(Cl)c2)cc1	7	0	1.1	6	-0.8	6	i	0&9	0.7	5
Cc1ccccc1-c1nnc(CS(=O)(=O)c2ccccc2)o1	-1	4	2.2	0	0.2	-5	i	-1	0.2	-15
CC(C)(C)NS(=O)(=O)c1ccc(OCC(=O)Nc2ccc3c(c2)OCCO3)cc1	0	6	nt	-11	0.0	2	1.0	-13	-0.3	10

One compound at a time, from the list above. Values in the order: SARS 3CLpro inh, Anthrax LF inh2, TcdB inh, CCHFV vOTU inh, PfHsp40 yeast, Y pestis TopoI, BH1578 lux ind, SSB-PriA inh, BoNT-A LC inh2, VHR inh abs
`COC(=O)N/N=C/c1cccnc1` is entered as -1, 1, nt, -1, -0.5, -8, i, nt, 0.0, 10
`Cc1oc(-c2ccccc2Cl)nc1CS(=O)CC(=O)NCCc1ccccc1` (stereo unspecified) is entered as -6, 2, -1.0, 12, 0.3, 25, -0.2, -5, 0.4, 2

Structural class: the compounds so far containing an NH in an aromatic ring (6)
SMILES	SARS 3CLpro inh	Anthrax LF inh2	TcdB inh	CCHFV vOTU inh	PfHsp40 yeast	Y pestis TopoI	BH1578 lux ind	SSB-PriA inh	BoNT-A LC inh2	VHR inh abs
COc1cccc(C2c3[nH]c4ccccc4c3C[C@H]3C(=O)N(CCCO)CC(=O)N23)c1OC (stereo partly specified)	-3	4	-0.1	-4	-1.1	12	-0.9	-2	-1.6	44
COC(=O)c1c(-c2snnc2C)n[nH]c1C	3	2	1.9	7	-1.4	-1	-0.7	-5	?	0
C[C@H](O)[C@@H]1C(=O)N2CCc3c([nH]c4ccccc34)[C@@H]2C[C@@H]1N(C)C(=O)c1ccco1	nt	0	-0.5	-97	nt	nt	nt	nt	0.7	nt
Cc1ccc(C(O)c2ncc(-c3ccc4ccccc4c3)[nH]2)c(C)c1 (stereo unspecified)	nt	-8	-3.2	0	nt	-15	-1.4	nt	-0.6	nt
Nc1ncnc2nc(SCC(=O)Nc3ccccc3F)[nH]c12	-6	-10	0.4	-6	0.5	3	-0.1	-2	0.5	34
S=c1nc2ccccc2c2nc(-c3ccccc3Br)[nH]n12	0	-9	1.2	4	6.3	-11	-5.6	-9	1.1	13

Additional results.
SMILES	SARS 3CLpro inh	Anthrax LF inh2	TcdB inh	CCHFV vOTU inh	PfHsp40 yeast	Y pestis TopoI	BH1578 lux ind	SSB-PriA inh	BoNT-A LC inh2	VHR inh abs
CN(C)S(=O)(=O)c1cccc2nsnc12	2	-1	nt	0	-0.9	-2	i	-9	0.4	-15
CC1CCCC(C)N1CC(O)COc1ccc(Cl)cc1 (stereo unspecified)	2	-1	nt	10	6.7	-4	-0.3	-4	-0.2	-24
COc1ccccc1CNc1ccc(CNc2ncn[nH]2)cc1	0	1	-8.7	14	-1.4	2	i	7	0.3	18
NC(=O)NOCc1ncc(C(F)(F)F)cc1Cl	-3	-3	nt	9	0.1	6	i	-13	0.2	30
COc1cccc2sc(N(CCCN(C)C)C(=O)C(c3ccccc3)c3ccccc3)nc12	1	-7	3.7	19	0.7	-16	-0.4	13	-1.0	15
CS(=O)(=O)N(CC(=O)N1CCN(c2ccc(F)cc2)CC1)C1CCCCC1	-2	-11	nt	-5	-0.4	-4	i	-12	-0.8	21
CC(=O)N1CCC(C(=O)Nc2nc(-c3ccccc3)ns2)CC1	-7	-1	nt	-12	-0.2	-3	-0.9	0	0.8	43
COC(=O)N1[C@H](Cc2ccccc2)C=C[C@]1(C)C(=O)O	2	2	0.2	-2	0.0	-5	i	-13	0.1	28
COC(=O)c1ccc(CSc2nc3ccc(S(=O)(=O)N4CCOCC4)cc3[nH]2)cc1	4	3	nt	0	-1.1	10	-0.3	1	-0.3	13
CCOC(=O)C1CCN(C(=O)c2ccco2)CC1	0	-1	nt	2	-0.2	2	i	-5	0.1	29
CCN(CC)S(=O)(=O)c1ccc(C(=O)OCC(=O)NCCN2C(=O)CSC2=O)cc1	1	-5	0.0	-6	-0.3	-3	i	4	-1.3	18
CCOc1ccc(NC(=O)CN(C)C(=O)c2n[nH]c(=O)c3ccccc23)cc1OCC	nt	-3	0.8	18	0.7	-2	i	3	2.4	nt
Cn1c(Cn2c(=O)sc3ccccc32)nnc1SCC(=O)N1CCCC1	0	-5	0.9	6	0.5	6	-0.2	5	-0.5	14
O=C(NC1CCCCC1)C(=S)NCc1ccccc1	4	1	0.2	16	4.6	10	-0.5	-6	0.2	22
COc1cc(-c2noc(C)c2C(=O)NCCc2c[nH]c3ccccc23)cc(OC)c1OC	-7	3	2.0	-5	1.8	22	-0.4	14	-0.9	24
O=C(c1cccc(S(=O)(=O)N2CCCC2)c1)N1CCCC(C(F)(F)F)C1 (stereo unspecified)	nt	-3	0.9	-8	6.1	-2	i	-8	-0.1	nt
NS(=O)(=O)c1ccc(NC(=S)NC(=O)c2cccc(Br)c2)cc1	-5	-5	-1.1	0	0.9	-1	-0.2	7	-0.4	7
CC(C)C(=O)Nc1ccc2c(c1)C(=O)N(CCC(=O)O)C2=O	2	-1	nt	-43	-0.9	-6	nt	-8	-0.1	4
COC(=O)c1ccc(Oc2ccc(C(C)(C)C)cc2)c([N+](=O)[O-])c1	1	-7	nt	1	-0.1	3	i	-5	-0.2	25
CC1CCN(Cc2cc(=O)oc3cc4c(cc23)CCCC4)CC1	-3	10	0.9	-6	-0.3	0	-0.2	-6	3.3	16
CS(=O)(=O)N1N=C(c2ccco2)CC1c1ccc(Cl)cc1 (stereo unspecified)	4	1	nt	2	-1.3	-2	-0.1	-8	-0.1	-22
COc1ccc(-c2cn3cccnc3n2)cc1NC(=O)c1ccc(Br)o1	-1	-2	nt	-10	-0.1	29	-0.2	-18	-0.4	14
Cc1cc(C)cc(CC(CC(=O)Nc2ccc(Cl)cc2)C(=O)O)c1 (stereo unspecified)	3	-8	-0.4	-3	1.1	9	-0.6	-2	-1.2	-15
CCn1c(N)c(C(=O)NCC2CCCO2)sc1=S (stereo unspecified)	-3	-2	nt	5	-0.3	1	-0.1	0	-0.3	-25
Cc1ccc(-c2c[n+](CC(=O)Nc3cc(=O)n(C)c(=O)n3C)c3n2CCC3)cc1	5	-1	nt	-8	-0.5	7	-0.2	-7	0.0	5
COc1ccc(CCNC(=O)CCc2ccsc2)cc1OC	1	-12	-0.2	-5	-0.3	-3	-0.2	-4	-2.2	22
CCC/C=N/NC(=O)C1COc2ccccc2O1 (stereo unspecified)	-4	-1	0.9	-3	0.0	-2	0.0	nt	-0.4	12
CCOc1ccc(-c2nnc(SCC(=O)Nc3ccc4c(c3)c3ccccc3n4CC)n2N)cc1	-3	0	nt	-2	2.4	3	3.0	-2	-0.8	13
